Screens as filed in PubChem BioAssay.
AmpC detergent: blocks E. coli AmpC beta-lactamase in detergent assay; P00811; AmpC hydrolysis of nitrocefin, absorbance 480 nm, 0.01% Triton; Potency, µM (top dose mostly 114 µM), for inactives: top-dose activity change, negative = inhibition, most hits filed as inhibitors; hit rate 0.041% among 370,000;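 note: potency is the fitted concentration of half-maximal effect; 0% = no-compound wells and -100% = no-enzyme wells; nearly all actives have a fitted effect of over 25% in size; some results filed as inactive show a strong effect at the top dose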
Target sequence (P00811 whole entry, looked up): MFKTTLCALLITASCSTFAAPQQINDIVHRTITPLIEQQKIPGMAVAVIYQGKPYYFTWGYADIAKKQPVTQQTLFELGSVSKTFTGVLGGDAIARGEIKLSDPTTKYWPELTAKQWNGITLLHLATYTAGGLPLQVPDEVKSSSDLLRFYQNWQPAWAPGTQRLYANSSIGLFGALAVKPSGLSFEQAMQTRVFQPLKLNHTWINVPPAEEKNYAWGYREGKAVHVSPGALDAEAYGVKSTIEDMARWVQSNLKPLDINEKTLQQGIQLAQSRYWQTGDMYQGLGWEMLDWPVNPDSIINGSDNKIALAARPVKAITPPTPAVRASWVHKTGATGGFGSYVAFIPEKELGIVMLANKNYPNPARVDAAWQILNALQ
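20 mM phosphate pH 7.0 + 0.01% (detergent screen) or 0.0001% Triton X-100; 5.3 nM AmpC reagent; cpd preinc 15 min RT; nitrocefin (800 uM stock) to start; A480 q20 s × 4 min; Activity was normalised to no-enzyme and no-compound control wells.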
Tb PYK inh: inhibitors of Trypanosoma brucei pyruvate kinase; Potency, µM (titrated, usually from 76.8 µM), for the others: at the highest dose activity, negative = inhibition, most hits filed as inhibitors; AID 624173; TbPYK enzyme, Kinase-Glo Plus ATP luminescence, 45 min; hit rate 0.12% among 410,000; note: potency is the fitted concentration of half-maximal effect; nearly all actives have a fitted effect of over 50% in size
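Activity of T. brucei pyruvate kinase was followed by Kinase-Glo Plus luminescence after the enzyme reacted 45 min at room temperature with 130 uM ADP (final) and substrate. Test compounds were added before ADP at multiple concentrations.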
HCV inhibitor: blocks hepatitis C virus; hit rate 3.4% among 340,000; Potency, µM (doses to about 41.8 µM), without a hit: top-dose activity change, negative = inhibition, hits mostly inhibitors; AID 651820; Huh7.5.1 HCVcc-Cre infection, luciferase reporter, 44 h; note: potency is the fitted concentration of half-maximal effect
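Infectious HCVcc-Cre (~0.5 moi) was added to cells just after compound, with cells seeded 4 h earlier at 1,000 per well. Luciferase activity after 44 h culture reported infection; substrate was incubated 15 min at room temperature before reading.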
LmPK inhibitor: blocks Leishmania mexicana pyruvate kinase activity. Q27686. purified LmPK, Kinase-Glo ATP luminescence, 1 h. AID 1721. hit rate 0.37% among 290,000. Potency, µM (highest dose often 57.5 µM), for the others: at the highest dose activity change, negative = inhibition, most hits filed as inhibitors; note: potency is the fitted concentration of half-maximal effect
Target sequence (Q27686 whole entry, looked up): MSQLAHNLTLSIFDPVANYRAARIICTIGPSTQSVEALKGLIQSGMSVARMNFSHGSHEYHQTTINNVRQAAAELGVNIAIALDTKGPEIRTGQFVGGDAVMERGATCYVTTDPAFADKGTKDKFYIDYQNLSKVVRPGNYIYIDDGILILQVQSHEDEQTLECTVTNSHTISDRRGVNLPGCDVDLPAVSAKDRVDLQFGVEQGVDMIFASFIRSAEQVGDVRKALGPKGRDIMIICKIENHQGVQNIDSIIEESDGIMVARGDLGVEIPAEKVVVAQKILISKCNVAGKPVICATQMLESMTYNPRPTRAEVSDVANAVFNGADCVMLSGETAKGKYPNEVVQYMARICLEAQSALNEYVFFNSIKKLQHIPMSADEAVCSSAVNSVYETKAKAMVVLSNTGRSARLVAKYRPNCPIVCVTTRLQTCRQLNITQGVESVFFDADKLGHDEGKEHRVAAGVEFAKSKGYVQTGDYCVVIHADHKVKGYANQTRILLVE
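Kinase-Glo luminescence read after 1 h RT reaction of 0.1 nM LmPK with 0.5 mM PEP and 0.1 mM ADP. Activity scaled between uninhibited and enzyme-free controls.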
HCMV antiviral: blocks human cytomegalovirus replication; HFF cells, HCMV-luciferase reporter, 72 h; hits give low values; activity change, negative = inhibition, % at 57.5 µM; hit rate 4.5% among 410,000; AID 1259415; in the data active = activity change below about -60%; inconclusive = no clear call, values can overlap the other calls; inactive = above about -39%
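Screen run at 2 compound doses on HFFs infected with reporter HCMV, MOI 1 PFU/cell. Luciferase activity from cell lysates at 72 h post infection gave inhibition relative to buffer-only and Salinomycin wells.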
AMA1 RON2 block: AMA1-RON2 (P. falciparum) interaction inhibition. hit rate 0.2% among 360,000. Potency, µM (top dose mostly 58.2 µM), inactives show top-dose activity change, negative = inhibition, hits mostly inhibitors. AID 720542. AlphaScreen AMA1-biotinylated RON2 peptide binding;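 note: potency is the fitted concentration of half-maximal effect; 0% = vehicle wells and -100% = peptide control; nearly all actives have a fitted effect of over 45% in size; some results filed as inactive show a strong effect at the top dose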
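AMA1 (3D7) with his tag at 25 nM final met compounds first, then biotinylated RON2 peptide at 25 nM; detection used donor plus acceptor beads, 10 µg/mL apiece, read by AlphaScreen after 30 min at room temperature.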
AmpC inh no detg: inhibitors of E. coli AmpC beta-lactamase without detergent | P00811 | AmpC nitrocefin hydrolysis, absorbance 480 nm, 0.0001% Triton | Potency, µM (series often up to 57.1 µM), for the others: top-dose activity change, negative = inhibition, actives largely listed as inhibitors | hit rate 0.52% among 330,000;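 note: potency is the fitted concentration of half-maximal effect; plate controls were no compound for no effect and no enzyme for full effect; nearly all actives have a fitted effect of over 20% in size; some results filed as inactive show a strong effect at the top dose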
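AmpC (5.3 nM in the dispensed reagent) in 20 mM phosphate pH 7.0 with 0.01% (detergent screen) or 0.0001% Triton X-100 was preincubated with compounds for 15 min at room temperature. Nitrocefin was then added from an 800 uM solution, and hydrolysis was followed at 480 nm.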
Numbers without * were called inactive; ? = inconclusive; . = not tested or not shown; [ ] = remark or other dose. Unless noted, calls come from the whole dose curve; as a rule, active = well fitted curve in the direction sought with a large enough effect; inconclusive = small, poorly fitted or top-dose-only effect, or another doubt; inactive = no such curve, though single readings can be large; an effect the other way counts as inactive or inconclusive. Unless noted, % is set by controls: 0 for no effect and ±100 for the full control effect.

Labels used below: A = AmpC detergent; B = Tb PYK inh; C = HCV inhibitor; D = LmPK inhibitor; E = HCMV antiviral; F = AMA1 RON2 block; G = AmpC inh no detg
> Cc1ccc(C)c(Nc2nn3c(=O)c4ccc(C(=O)NCCC5=CCCCC5)cc4nc3s2)c1
  A = 20%	B = 1%	C = .	D = .	E = -3	F = .	G = .
> COc1cc(OC)cc(C(=O)Nc2c(F)cccc2F)c1
  A = -5%	B = 1%	C = -1%	D = 0%	E = 11	F = 5%	G = -14%
> CCc1c(C(=O)N2CCN(c3ccccc3F)CC2)[nH]c(C)c1C(C)=O
  A = -3%	B = 3%	C = -24%	D = 0%	E = 82	F = -12%	G = -1%
> Cc1cc(OC(=O)C(C)(C)C)c([N+](=O)[O-])c(=O)[nH]1
  A = 0%	B = 6%	C = 10%	D = 4%	E = 3	F = -15%	G = -36%
> CCN(CC(=O)Nc1ccc2c(c1)OCO2)Cc1nc2ccccc2c(=O)[nH]1
  A = ?	B = 1%	C = -14%	D = 4%	E = -100*	F = 126%[activator]	G = -1%
> Oc1ccc(C=NNc2ccccn2)c(O)c1
  A = .	B = -8%	C = ?	D = .	E = -99*	F = -9%	G = .
> O=C(CSc1nnnn1-c1ccccc1)NCC1(N2CCCCC2)CCCCC1
  A = 1%	B = -14%	C = -6%	D = .	E = -23	F = -11%	G = -19%
> CC(=O)c1ccc(NC(=O)CN2CCC(NC(=O)c3ccccc3C)CC2)cc1
  A = .	B = -2%	C = .	D = .	E = 6	F = 7%	G = .
> COc1ccc([C@@H]2[C@H]3C(=O)N(c4cccc(C(F)(F)F)c4)C(=O)[C@H]3ON2C)cc1
  A = ?	B = -6%	C = 11%	D = 5%	E = 21	F = 10%	G = 29%
> COc1ccc(/C(O)=C2/C(=O)C(=O)N(CCN3CCOCC3)C2c2ccccn2)cc1OC (stereo not drawn)
  A = -4%	B = -12%	C = ?	D = 5%	E = 36	F = 0%	G = 7%
> COc1ccccc1N1CCN(C(=O)CCc2ccccc2)CC1
  A = 0%	B = -1%	C = 15%	D = 5%	E = 17	F = 3%	G = 54%
> CCN(CC)CCNC(=O)C12CC3CC(CC(C3)C1)C2
  A = 4%	B = 1%	C = 22%	D = 1%	E = -7	F = -1%	G = -9%
> CC1(C(=O)NS(=O)(=O)c2ccccc2Cl)CCN1C(=O)Cc1ccccc1 (stereo not drawn)
  A = .	B = 0%	C = .	D = .	E = -15	F = 0%	G = .
> COc1ccc(Sc2cc(C(F)(F)F)nc(-c3ccccn3)n2)cc1
  A = -5%	B = .	C = 6%	D = 2%	E = -33	F = -13%	G = 119%[activator]
> CS(=O)(=O)Nc1ccccc1NS(C)(=O)=O
  A = 4%	B = 4%	C = 21%	D = -1%	E = 17	F = 36%[activator]	G = -12%
> CCCCOc1ccc(C(=O)NC(=S)Nc2ccc(CN3CCOCC3)cc2)cc1
  A = -7%	B = -5%	C = 6%	D = -3%	E = 29	F = 4%	G = -16%
> CC(Sc1nc2ncc(Cl)cc2[nH]1)C(=O)NC1(C#N)CCCCC1 (stereo not drawn)
  A = 6%	B = -5%	C = ?	D = .	E = -13	F = 1%	G = -10%
> Nc1cccc(-c2cccc3nncn23)c1
  A = .	B = -7%	C = .	D = .	E = -9	F = 0%	G = .
> COC(=O)c1cccc(NS(C)(=O)=O)c1
  A = -7%	B = 3%	C = 12%	D = -1%	E = 2	F = -3%	G = -7%
> COc1ccc(-n2c(SCc3ccccc3)nc3c([nH]c4ccccc43)c2=O)cc1
  A = 6%	B = -14%	C = .	D = .	E = 20	F = .	G = .
> Cc1c(C)c2ccc(O)c(CN3CCCC3)c2oc1=O
  A = 4%	B = 3%	C = 5%	D = -7%	E = 31	F = -7%	G = 0%
> C#CCOCCOCCOCCNc1nc(N2CCN(C(=O)[C@H](CCCCN)n3cc(CN)nn3)CC2)nc(N2CCN(C(=O)[C@H](CCCCN)n3cc([C@@H](N)CC(N)=O)nn3)CC2)n1
  A = .	B = 0%	C = -9%[8.37 µM]	D = .	E = 8	F = -14%	G = .
> COc1ccc(S(=O)(=O)N2CCC(C(=O)NCc3ccccc3)CC2)cc1OC
  A = 3%	B = -1%	C = -3%	D = 2%	E = -16	F = -11%	G = 5%
> FC(F)(F)c1cccc(NC2=NCCS2)c1
  A = .	B = 1%	C = .	D = .	E = -2	F = -2%	G = .
> COc1cccc(C(=O)COC(=O)c2cccs2)c1
  A = 2%	B = -3%	C = 6%	D = -13%	E = -23	F = -3%	G = 3%
> Cc1ccc(N(CC(=O)Nc2ccc(C)cc2C)S(=O)(=O)N2CCCC2)cc1
  A = ?	B = -4%	C = 22%	D = -3%	E = -11	F = 11%	G = 12%
> Cc1ccc(CNC(=O)CCNC(=O)c2ccco2)cc1
  A = -10%	B = -3%	C = 8%	D = -4%	E = 2	F = 8%	G = -20%
> CC(C)N(Cc1nccn1C)C(=O)c1cc(COc2ccc(F)cc2Cl)on1
  A = 7%	B = -4%	C = -54%	D = 1%	E = -97*	F = -3%	G = 110%[activator]
> CCCCc1ccc(NC(=S)NCc2cccs2)cc1
  A = ?	B = .	C = -29%	D = -4%	E = -80*	F = 77%[activator]	G = -55%
> CCOc1ccc(C(=O)/C=C/c2cc(OC)c(OC)c(OC)c2)cc1
  A = -2%	B = -3%	C = -27%	D = 5%	E = -88*	F = -1%	G = 88%[activator]
> CC(=O)Nc1ccc(NC(=O)C(C)OC(=O)CNS(=O)(=O)c2ccc(Br)cc2Cl)cc1 (stereo not drawn)
  A = 5%	B = ?	C = -1%	D = -2%	E = -11	F = 3%	G = -15%
> CCC(C)Nc1nc(-c2c[nH]c3ccccc23)cs1 (stereo not drawn)
  A = -11%	B = -25%	C = ?	D = 3%	E = 30	F = -10%	G = -31%
> Cc1ccccc1Nc1nnc(SCc2cc(=O)n3ccsc3n2)s1
  A = -11%	B = -28%	C = -7%	D = -2%	E = 2	F = -11%	G = -11%
> CCNS(=O)(=O)c1ccc(C(=O)OCc2cc(=O)oc3cc(OC)ccc23)cc1
  A = -8%	B = 2%	C = 7%	D = 2%	E = 11	F = -11%	G = -22%
> COc1ccc(C(=O)CSc2n[nH]c(N)n2)cc1
  A = 4%	B = -6%	C = 19%	D = -7%	E = 30	F = -2%	G = -20%
> CCCCn1c(CN2CCN(c3ccc(OC)cc3)CC2)nc2c1c(=O)[nH]c(=O)n2C
  A = 11%	B = 3%	C = .	D = .	E = 4	F = .	G = .
> CC1=CC(C)(C)n2c(O)c(N=N)c3c(C)c(C)cc1c32
  A = 5%	B = -1%	C = ?	D = 3%	E = 0	F = ?	G = -21%
> C=CCc1cccc(CNc2c(C)n(C)n(-c3ccccc3)c2=O)c1O
  A = -3%	B = 1%	C = 32µM*	D = 1%	E = -8	F = 4%	G = -10%
> CC[C@]12c3[nH]c4ccccc4c3CCN1C(=O)C(CC(=O)NCc1ccco1)C[C@@H]2C(=O)N1CCN(C(=O)C2CC2)CC1 (stereo partly drawn)
  A = .	B = 1%	C = 0.79µM*	D = .	E = 34	F = 7%	G = 191%[activator]
> Cc1ccc(C(=O)NNC(=O)c2ccc3ccccc3c2)cc1
  A = .	B = 0%	C = -19%	D = .	E = 17	F = 44%[activator]	G = .
> Cc1ccc(N2C(=O)CC(=O)NC2=O)cc1Cl
  A = 2%	B = -8%	C = 2%	D = 10%	E = 7	F = 0%	G = -43%
> Oc1cccc2ccc(N3CCOCC3)nc12
  A = -2%	B = 11%	C = -1%	D = -3%	E = 1	F = -2%	G = -7%
> Cc1ccc(CS(=O)Cc2ccc(C(=O)N3CCN(c4ccccn4)CC3)o2)cc1 (stereo not drawn)
  A = -1%	B = 1%	C = -8%	D = 2%	E = -8	F = 11%	G = 68%[activator]
> COc1cc2cc(C(=O)N3CCc4ccccc4C3)[nH]c2cc1OC
  A = -14%	B = -2%	C = ?	D = -8%	E = -5	F = -6%	G = -19%
> CCN(CC)c1nc(C=Cc2ccc(N(C)C)cc2)c2nccnc2n1
  A = .	B = -6%	C = .	D = .	E = -25	F = -4%	G = .
> CN(C)C(CNC(=O)CSC(=S)N1CCCC1)c1ccccc1 (stereo not drawn)
  A = .	B = -5%	C = ?	D = .	E = -13	F = 0%	G = -25%
> CC(C)C(O)(CC#CCN1CCCC1)c1ccccc1 (stereo not drawn)
  A = ?	B = -1%	C = -11%	D = 2%	E = 36	F = 0%	G = -1%
> CC(OC(=O)CNS(=O)(=O)c1ccc2ccccc2c1)C(=O)N(C)c1ccccc1 (stereo not drawn)
  A = 0%	B = -3%	C = 10%	D = 2%	E = 19	F = -7%	G = 73%[activator]
> O=C(Cn1c(=O)oc2cc(S(=O)(=O)NCc3ccccc3)ccc21)NCc1ccco1
  A = -14%	B = -3%	C = -5%	D = 5%	E = -33	F = -8%	G = -29%
> O=C(CC1C(=O)NCCN1C(=S)Nc1ccccc1)Nc1ccc2c(c1)OCCO2 (stereo not drawn)
  A = -11%	B = -17%	C = ?	D = -1%	E = -12	F = -6%	G = -4%

Brought forward from above: 3 compounds, then new ones.
Labels used below: A = AmpC detergent; B = Tb PYK inh; C = HCV inhibitor; D = LmPK inhibitor; E = HCMV antiviral; F = AMA1 RON2 block; G = AmpC inh no detg
> CC(OC(=O)CNS(=O)(=O)c1ccc2ccccc2c1)C(=O)N(C)c1ccccc1 (stereo not drawn)
  A = 0%	B = -3%	C = 10%	D = 2%	E = 19	F = -7%	G = 73%[activator]
> O=C(Cn1c(=O)oc2cc(S(=O)(=O)NCc3ccccc3)ccc21)NCc1ccco1
  A = -14%	B = -3%	C = -5%	D = 5%	E = -33	F = -8%	G = -29%
> O=C(CC1C(=O)NCCN1C(=S)Nc1ccccc1)Nc1ccc2c(c1)OCCO2 (stereo not drawn)
  A = -11%	B = -17%	C = ?	D = -1%	E = -12	F = -6%	G = -4%
> COc1ccc(CCNC(=O)CCNC(=O)c2ccco2)cc1OC
  A = -1%	B = -2%	C = 0%	D = 1%	E = 8	F = 1%	G = 15%
> Cc1ccc(C)c(-c2nnc(NC(=O)CS(=O)(=O)c3ccccc3)o2)c1
  A = 2%	B = -4%	C = 10%	D = .	E = -27	F = -1%	G = -31%
> CCOc1ccc(/C=N/N2C(=O)C(CC(=O)Nc3ccc(F)cc3F)SC2=NC)cc1OC (stereo not drawn)
  A = -8%	B = 3%	C = -16%	D = 1%	E = 39	F = 7%	G = 2%
> O=C(NCc1ccco1)/C(=C/c1cccnc1)NC(=O)c1ccco1
  A = -1%	B = 2%	C = -7%	D = -2%	E = 3	F = 0%	G = -14%
